Bioassay records (PubChem BioAssay)
KDM5B inh = blocks human KDM5B histone demethylase activity. Q9UGL1. KDM5B demethylase, FDH-coupled NADH fluorescence (FDH is formaldehyde dehydrogenase). Potency, µM (titrated, usually from 57.7 µM), without a hit: at the top dose activity change, negative = inhibition, hits mostly inhibitors. 220,000 compounds, 2.6% hits. AID 1347165; active means well fitted inhibition curve with a large enough effect; inconclusive means small, poorly fitted or top-dose-only effect; inactive means no such curve, though single readings can be large or run the other way; further: 0% is about no effect; nearly all actives have a fitted effect of over 70% in size
Target sequence (Q9UGL1 whole entry, looked up): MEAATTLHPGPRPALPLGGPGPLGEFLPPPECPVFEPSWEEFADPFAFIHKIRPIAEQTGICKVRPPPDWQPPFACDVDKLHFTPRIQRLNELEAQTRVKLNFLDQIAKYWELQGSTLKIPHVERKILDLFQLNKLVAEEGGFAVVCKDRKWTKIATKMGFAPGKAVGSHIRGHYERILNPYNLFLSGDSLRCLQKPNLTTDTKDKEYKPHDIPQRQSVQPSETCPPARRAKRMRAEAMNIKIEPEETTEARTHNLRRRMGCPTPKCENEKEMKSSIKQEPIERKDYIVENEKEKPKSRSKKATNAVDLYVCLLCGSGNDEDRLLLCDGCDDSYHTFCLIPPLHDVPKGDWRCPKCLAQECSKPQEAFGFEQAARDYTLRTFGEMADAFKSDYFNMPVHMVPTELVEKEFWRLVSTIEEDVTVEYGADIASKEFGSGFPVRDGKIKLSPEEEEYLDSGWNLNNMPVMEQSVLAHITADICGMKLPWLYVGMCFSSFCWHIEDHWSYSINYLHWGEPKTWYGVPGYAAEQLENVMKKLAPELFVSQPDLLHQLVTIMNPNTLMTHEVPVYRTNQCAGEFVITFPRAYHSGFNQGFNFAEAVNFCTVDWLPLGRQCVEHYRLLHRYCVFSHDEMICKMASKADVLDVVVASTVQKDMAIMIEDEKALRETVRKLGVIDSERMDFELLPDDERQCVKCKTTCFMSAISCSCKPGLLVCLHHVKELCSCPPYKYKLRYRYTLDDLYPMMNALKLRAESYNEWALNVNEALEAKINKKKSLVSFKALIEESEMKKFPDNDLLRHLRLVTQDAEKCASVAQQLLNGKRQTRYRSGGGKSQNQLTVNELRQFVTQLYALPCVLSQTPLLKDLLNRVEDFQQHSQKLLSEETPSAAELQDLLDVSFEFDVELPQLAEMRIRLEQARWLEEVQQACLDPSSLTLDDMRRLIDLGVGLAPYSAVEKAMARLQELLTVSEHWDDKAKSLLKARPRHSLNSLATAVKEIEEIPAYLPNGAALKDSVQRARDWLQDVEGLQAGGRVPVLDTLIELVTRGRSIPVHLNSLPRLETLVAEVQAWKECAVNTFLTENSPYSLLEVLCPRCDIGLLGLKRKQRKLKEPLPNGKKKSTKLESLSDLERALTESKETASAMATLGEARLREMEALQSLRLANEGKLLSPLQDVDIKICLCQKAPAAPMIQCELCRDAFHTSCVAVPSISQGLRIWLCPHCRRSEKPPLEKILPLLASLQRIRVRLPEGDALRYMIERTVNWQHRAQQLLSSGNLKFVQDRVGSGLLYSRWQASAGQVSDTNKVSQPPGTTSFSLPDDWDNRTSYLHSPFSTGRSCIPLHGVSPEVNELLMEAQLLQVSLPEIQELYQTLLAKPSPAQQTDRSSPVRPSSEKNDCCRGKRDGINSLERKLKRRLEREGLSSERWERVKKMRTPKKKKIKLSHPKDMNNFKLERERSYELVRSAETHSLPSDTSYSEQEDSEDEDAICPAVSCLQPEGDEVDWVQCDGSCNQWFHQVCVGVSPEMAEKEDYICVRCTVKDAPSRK
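KDM5BΔAP (200 nM final) in 50 mM HEPES pH 7.5, 0.01% Tween-20 was preincubated 10 min at RT with compound over a concentration range. Substrate mix (H3K4me3 12.5 µM, α-KG 25 µM, Fe²⁺, ascorbate, NAD⁺, FDH) was added, and NADH fluorescence change over 30 min gave dose-response curves.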
* hit, by the source's call; & = joins results of further samples; [ ] = another dose, or the depositor's remark. Potency means the concentration at half of the fitted maximal effect.

For COc1ccc(C(CCNCc2ccc(N(C)C)cc2)C(C)C)cc1 (stereo not given) the results were KDM5B inh 22%.
Cc1cc2c(SCC(=O)N3CC[C@@](C)(O)[C@@H](O)C3)ncnc2s1 was read as KDM5B inh -24%.
For COc1cccc(-c2cc(C(=O)N3CCC4(CC3)CC(OC)CCO4)[nH]n2)c1 (stereo not given) the results were KDM5B inh 19%.
Screening CC(CC(=O)O)n1nnc2ccccc21 (stereo not given) returned KDM5B inh -14%.
`CCn1c(SCCCn2c(=O)c3c(ncn3C)n(C)c2=O)nc2ccccc21` gave KDM5B inh -15%.
For N[C@@H](Cc1cnc[nH]1)C(=O)N1CCC(c2nccn2Cc2ccccn2)CC1 the results were KDM5B inh -17%.
For COc1ccc2[nH]c3c(c2c1)CCNC31CCN(C(=O)C(C)C)CC1 the results were KDM5B inh inconclusive.
For CN(C)S(=O)(=O)c1ccc(C(=O)Nc2c(C(=O)Nc3ccc(F)cc3)oc3ccccc23)cc1 the results were KDM5B inh -27%.
Screening CC(=O)NC1(C)CCN(Cc2cnc(-c3ccccc3OCc3ccccc3)s2)CC1 returned KDM5B inh 40µM*.
CN(NC(=O)c1ccccc1Cl)c1ncc(C(F)(F)F)cc1Cl was read as KDM5B inh 20%.
`CC(C)c1cc(N2CCCC2)n2c(nc3ccccc32)c1C#N` gave KDM5B inh 4%.
Screening CCOC(=O)c1cc(=O)c2ccc(OCC(=O)Nc3ccc(F)cc3)cc2o1 returned KDM5B inh 29%.
Screening COc1ccccc1C(=O)Nc1ccc2nc(SCC(=O)N(C)c3ccccc3)sc2c1 returned KDM5B inh inconclusive.
Screening Fc1ccc(Cc2noc(-c3nc(-c4ccncc4)no3)n2)cc1 returned KDM5B inh -14%.
Cc1ccc(-n2nnnc2-c2ccccc2Br)cc1 was read as KDM5B inh 11%.
For O=C(CCS(=O)(=O)c1cc2c3c(c1)CCN3C(=O)CC2)N1CCN(c2ccccc2)CC1 the results were KDM5B inh 5%.
Screening Cc1cc(SCC(=O)NN2C(=O)NC3(CCC(C)CC3)C2=O)nc2c(C)cccc12 (stereo not given) returned KDM5B inh -3%.
COc1ccc(CNC(=O)N2CCC3(C2)C(=O)N(C)c2ccccc23)cc1 (stereo not given) was read as KDM5B inh -5%.
For C[C@@H]1CN(C(=O)c2cccc(-c3ncc[nH]3)c2)CC[C@@]1(O)C1CCOCC1 the results were KDM5B inh 23%.
Screening Cc1noc([C@@H](C)NC(=O)Nc2cccnc2)c1C(=O)O returned KDM5B inh inconclusive.
Screening Cc1ccc(Cc2cc(-c3ccc(C)cc3)n[nH]c2=O)cc1 returned KDM5B inh 29%.
Screening CCOc1ccc(OCC)c(NC(=O)c2cc(C)nc3c2c(C)nn3-c2cccc(Cl)c2C)c1 returned KDM5B inh 4%.
`COC[C@@H]1CN(C(=O)c2occc2C)C[C@H]1c1nc(C2CC2)no1` gave KDM5B inh 11%.
`COc1ccc(CNC(=O)C2CCN(S(=O)(=O)c3ccc4nc5c(c(C(=O)O)c4c3)CCCC5)CC2)cc1` gave KDM5B inh inconclusive.
Screening Cc1cccc(CCn2c(=O)c3ccccc3n(Cc3ccccc3C)c2=O)c1 returned KDM5B inh 1%.
For O=C(O)c1ccc(Nc2ncnc3scc(-c4ccccc4)c23)cc1 the results were KDM5B inh 12%.
`O=C(CCc1nnn2c1CN(C(=O)Nc1ccccc1)CC2)NC1CC1` gave KDM5B inh -5%.
For CCC(C(=O)N1CCN(c2ccccc2)CC1)n1c(C)c2cnn(-c3ccccc3)c(=O)c2c1C (stereo not given) the results were KDM5B inh -12%.
Screening Oc1ccccc1OCCOc1ccccc1OCCOc1ccccc1O returned KDM5B inh -13%.
`COC(=O)[C@H](NC(=O)Nc1ccc(C)cc1C)C(C)C` gave KDM5B inh 2%.
For CCCc1c(C)nc2ncnn2c1Nc1ccc(C)c(C)c1 the results were KDM5B inh 21%.
`OCc1nc2ccccc2n1Cc1c(F)cccc1Cl` gave KDM5B inh 39%&2%.
For COc1ccc(CCNC(=O)NCc2noc3ccccc23)c(OC)c1 the results were KDM5B inh 2%.
Screening CCCOc1ccc(S(=O)(=O)NCCO)cc1 returned KDM5B inh 32%[activator].
For COc1ccc(-c2csc(-c3c(C)c(C)nn(C)c3=O)n2)cc1OC the results were KDM5B inh -7%.
Cc1ccc(CN2CCC3(CC2)Cc2ccccc2NC3=O)cc1 was read as KDM5B inh -13%[86.2 µM].
For CCOc1ccc(N(C(C)C(=O)NCc2ccc(Cl)cc2Cl)S(C)(=O)=O)cc1 (stereo not given) the results were KDM5B inh 10%.
Screening COc1cccc(Nc2nccc3c(=O)cc(-c4ccccn4)oc23)c1 returned KDM5B inh -9%[86.2 µM].
Cn1cc(CN2CCN(Cc3cccc(F)c3)CC2)ccc1=O was read as KDM5B inh 0%.
COc1cccc(N(CC(=O)NC2CCCC2)C(=O)Cn2nnc(-c3ccc(C)o3)n2)c1 was read as KDM5B inh 8%.
Screening CN(CC(O)CO)c1ccc(C(=O)N2CCC(Oc3cccnc3)CC2)cn1 (stereo not given) returned KDM5B inh inconclusive.
For O=C1CCN(S(=O)(=O)c2ccccc2)CCCN(C(=O)CCc2ccccc2)CCN1 the results were KDM5B inh 14%.
For C[C@@H]1CN(Cc2nc(C(N)=O)no2)CC[C@@]1(O)C1CCOCC1 the results were KDM5B inh -11%.
`COc1ccccc1CNC(=O)c1cnn2c(C)c(Cc3ccc(F)cc3)c(C)nc12` gave KDM5B inh inconclusive.
CS(=O)(=O)N(C1CC1)C1CCOC2(CCN(C(=O)c3ccncc3)CC2)C1 (stereo not given) was read as KDM5B inh -13%.
Screening CCc1nc(-c2c3n(c(=O)n(CC(=O)Nc4ccc(C)c(C)c4)c2=O)CCCC3)no1 returned KDM5B inh 11%.
`Cc1cc(C)c2oc(=O)cc(-c3cc4ccccc4o3)c2c1` gave KDM5B inh 2%.
Screening CCCc1noc(-c2cccn3c(CNC(=O)c4ccc(OC)cc4C)nnc23)n1 returned KDM5B inh -7%.
Screening O=C(/C=C/Nc1ccc(Cl)c(C(F)(F)F)c1)c1ccc(Cl)cc1 returned KDM5B inh -32%.
For COCCNC(=O)c1ccccc1NC(=O)c1nsc2ccccc12 the results were KDM5B inh inconclusive.
`Cc1ccccc1C1C2=C(CC(C)(C)CC2=O)OC2=C1C(=O)CC(C)(C)C2` gave KDM5B inh 17%.
`O=C(CCC1CCCC1)Nc1cccnc1` gave KDM5B inh 6%.
For COc1cccc(NC(=O)Cn2cc(C(=O)c3ccc(C)cc3)c(=O)c3cc(OC)ccc32)c1 the results were KDM5B inh inconclusive.
`COC[C@@H]1CN(C(=O)COc2cccc(C)c2)C[C@H]1c1nc(C)no1` gave KDM5B inh -4%.
COc1ccccc1CCC(=O)NC1CCN(c2cc(-c3ccccc3)[nH]n2)CC1 was read as KDM5B inh -14%.
`COC(=O)N1CCn2ncc(C(=O)NCc3ccc(Cl)nc3)c2C1` gave KDM5B inh 7%[115 µM].
`O=C(NC12CC3CC(CC(C3)C1)C2)C(F)(F)F` gave KDM5B inh 7%.
CCN(CC)Cc1cnc2c(C(=O)NCCc3c[nH]c4ccccc34)cnn2c1 was read as KDM5B inh -3%.
For CCCCN(C)CCCNC(=O)c1ccc2nc(N3CCCCC3)sc2c1 the results were KDM5B inh inconclusive.
For N#Cc1nc(-c2ccccc2F)oc1N1CCCC1 the results were KDM5B inh -79%.
`CNC(=O)N1C[C@@H](CN(C)C)[C@H](NC(=O)c2ccccc2OC(F)(F)F)C1` gave KDM5B inh 27%.
Screening O=C(Cc1ccc(F)cc1)N1CCN(c2ncnc3c2nnn3-c2ccc(F)cc2)CC1 returned KDM5B inh 12%.
CCOc1ccc(Nc2c(S(=O)(=O)c3ccccc3)cnc3ccccc23)cc1 was read as KDM5B inh -3%.
`O=C1CCN(S(=O)(=O)c2ccccc2)CCCC(c2nc(-c3cccnc3)no2)CCN1` (stereo not given) gave KDM5B inh -25%.
COc1cc(OC)c(C(=O)OCC(=O)Nc2ccccc2)cc1OC was read as KDM5B inh 14%.
`COc1ccc(-c2nc(CS(=O)CC(=O)NCCc3ccc(Cl)cc3)c(C)o2)cc1OC` (stereo not given) gave KDM5B inh -16%&14%.
Screening COc1cccc(NC(=O)c2c(OC)cc(=O)n3c2CCCC3)c1 returned KDM5B inh -10%.
COc1ccc(NC(=O)CSc2c3c(nc4ccccc24)CCC3)c(OC)c1 was read as KDM5B inh 4%.
Screening Cc1ccc(-c2cc3c(=O)n(CCNC(=O)c4ccc(C)s4)ccn3n2)c(C)c1 returned KDM5B inh inconclusive.
Screening C=CCc1ccccc1OCCSc1nc(-c2ccccc2F)nc2cc(=O)[nH]n12 returned KDM5B inh inconclusive.
For N#Cc1ccc(C(=O)N2CCCCCCNC(=O)[C@@H]3CCC[C@@H]32)cc1 the results were KDM5B inh -10%.
Screening O=C1CCCc2cc(S(=O)(=O)N3CCCC(C(=O)Nc4ccc(F)c(Cl)c4)C3)ccc2N1 (stereo not given) returned KDM5B inh -45%.
`COc1ccc(-c2ccc3c(c2)C(=O)N2CC[C@H](NC(=O)c4cccc(F)c4)[C@H]2C(=O)N3)cc1` gave KDM5B inh inconclusive.
For CCNC(=O)NC1c2ccccc2CSc2ccccc21 (stereo not given) the results were KDM5B inh 35%.
`Cc1ccc(CN(Cc2ccco2)C(=O)COc2ccc(Cl)cc2)o1` gave KDM5B inh inconclusive.
Screening COc1ccc(NC(=O)c2sc3nc4c(cc3c2N)CCCCCC4)c(OC)c1 returned KDM5B inh inconclusive.
CCCCSCCCNC(=O)C1CCC(CNS(=O)(=O)c2ccccc2)CC1 (stereo not given) was read as KDM5B inh -13%.
Screening Nc1n[nH]c(N)c1N=Nc1cccc(C(F)(F)F)c1 returned KDM5B inh 13%.
O=C(O)c1ccccc1Br was read as KDM5B inh inconclusive.
`CCc1ccccc1NC(=O)COC(=O)c1ccc2ccccc2n1` gave KDM5B inh -20%.
For CCc1ccc(C(C)(c2ccc(O)cc2)c2ccc(O)cc2)cc1 the results were KDM5B inh -22%.
Screening COc1ccc2cc(C(=O)O)sc(=O)c2c1OC returned KDM5B inh inconclusive.
Cc1cc(C)c(/C=C/c2onc(C)c2S(=O)(=O)N2CCC(C(=O)Nc3cccc(C)c3C)CC2)c(C)c1 was read as KDM5B inh -55%.
Screening O=C(CC1CCN(C(=O)Nc2cccc(F)c2)C1)NC1CC1 (stereo not given) returned KDM5B inh 1%.
Screening COc1ccccc1N=c1scc(-c2ccc(S(=O)(=O)N3CCCC3)cc2)n1C returned KDM5B inh 21%.
`O=C(NCCc1ccccc1)C(=O)NCC1OCCN1S(=O)(=O)c1ccccc1` (stereo not given) gave KDM5B inh 17%.
Screening Cc1ccc(-c2nnc([C@H]3CCN(C(=O)C4CC4)C3)o2)cc1 returned KDM5B inh inconclusive.
For CCC(O)c1cc2n(n1)CCN(C(=O)c1cnc(C)nc1-c1ccccc1)C2 (stereo not given) the results were KDM5B inh -9%.
`O=C(O)Cc1ccc(S(=O)(=O)Cc2ccccc2)cc1` gave KDM5B inh -18%.
Screening O=S(=O)(NC1CCSc2c(F)cccc21)c1ccc(F)cc1 (stereo not given) returned KDM5B inh 29%.

Two records picked at random from the list so far:
`O=C(O)Cc1ccc(S(=O)(=O)Cc2ccccc2)cc1` gave KDM5B inh -18%.
Cc1cc(C)c(/C=C/c2onc(C)c2S(=O)(=O)N2CCC(C(=O)Nc3cccc(C)c3C)CC2)c(C)c1 was read as KDM5B inh -55%.

Continued.
CC(CNC(=O)CSc1ccc2ccccc2n1)c1ccccc1 (stereo not given) was read as KDM5B inh 4%.
CCN1CCN(c2cc(C)c3cc(NC(=O)c4ccc(C)c(C)c4)ccc3n2)CC1 was read as KDM5B inh inconclusive.
`CCc1ccc(CN(C(=O)c2cc(=O)c3cc(CC)ccc3o2)C2CCS(=O)(=O)C2)cc1` (stereo not given) gave KDM5B inh -4%.
For Cc1ccc(-c2nc(CS(=O)CC(=O)N3CCN(c4ccc(Cl)cc4)CC3)c(C)o2)cc1 (stereo not given) the results were KDM5B inh -28%.
For O=C(Cc1ccccc1Cl)NCc1nnc2ccc(-c3ccccc3)nn12 the results were KDM5B inh 11µM*.
CNS(=O)(=O)c1cn(CC(=O)N2CCN(c3cccc(Cl)c3)CC2)cc1S(=O)(=O)NC was read as KDM5B inh -24%.
Screening Cc1ccc(/C=C(\C#N)C(=O)Nc2cccc(Cl)c2)o1 returned KDM5B inh 2%.
`N#C/C(=C(/O)COC(=O)COc1cccc(Br)c1)c1nc2ccccc2[nH]1` gave KDM5B inh inconclusive.

Of the compounds above, 10 contain an NH in an aromatic ring:
For COc1cccc(-c2cc(C(=O)N3CCC4(CC3)CC(OC)CCO4)[nH]n2)c1 (stereo not given) the results were KDM5B inh 19%.
For N[C@@H](Cc1cnc[nH]1)C(=O)N1CCC(c2nccn2Cc2ccccn2)CC1 the results were KDM5B inh -17%.
For COc1ccc2[nH]c3c(c2c1)CCNC31CCN(C(=O)C(C)C)CC1 the results were KDM5B inh inconclusive.
For C[C@@H]1CN(C(=O)c2cccc(-c3ncc[nH]3)c2)CC[C@@]1(O)C1CCOCC1 the results were KDM5B inh 23%.
Screening Cc1ccc(Cc2cc(-c3ccc(C)cc3)n[nH]c2=O)cc1 returned KDM5B inh 29%.
COc1ccccc1CCC(=O)NC1CCN(c2cc(-c3ccccc3)[nH]n2)CC1 was read as KDM5B inh -14%.
CCN(CC)Cc1cnc2c(C(=O)NCCc3c[nH]c4ccccc34)cnn2c1 was read as KDM5B inh -3%.
Screening C=CCc1ccccc1OCCSc1nc(-c2ccccc2F)nc2cc(=O)[nH]n12 returned KDM5B inh inconclusive.
Screening Nc1n[nH]c(N)c1N=Nc1cccc(C(F)(F)F)c1 returned KDM5B inh 13%.
`N#C/C(=C(/O)COC(=O)COc1cccc(Br)c1)c1nc2ccccc2[nH]1` gave KDM5B inh inconclusive.

Only part of the results is shown; the hit share may differ from the screen's.
